Screening results from PubChem BioAssay.
CIT2-GFP yeast = modulators of TOR pathway CIT2-GFP in S. cerevisiae | 320,000 compounds, 0.065% hits | AID 2029 | GFP response vs DMSO, % at 10 µM | S. cerevisiae CIT2-GFP strain, flow cytometry, 3 h; 100 means same as DMSO wells;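 active means GFP response relative to DMSO above a set limit, near the screen mean plus 3 SD, cut at about 150% in these data; inconclusive means Fewer than 70 cells measured for a yeast strain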;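 further: ratio of well median GFP fluorescence to mean of DMSO wells on the plate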
VLA-4 inh = inhibition in a human VLA-4 binding assay | P13612 | VLA-4 expressing cells, ligand binding flow cytometry | inhibition, % (about 7 µM as worked out from the volumes in the protocol) | 330,000 compounds, 0.2% hits; in the data active means inhibition above about 50%
Bcl-xL primary = Bcl-xL (human) inhibition; Q07817; GST-Bcl-xL / FITC-Bim BH3 peptide fluorescence polarization; inhibition, % at 10.9 µM; 320,000 compounds, 0.7% hits; AID 2129;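 active means inhibition above the mean of all tested compounds plus 3 SD, cutoff set per campaign, cut at about 30% in these data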;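 further: 0% = DMSO wells and 100% = unlabeled Bim-BH3 peptide competitor; inhibitors lower millipolarization by displacing the labeled peptide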
Target sequence (Q07817 whole entry, looked up): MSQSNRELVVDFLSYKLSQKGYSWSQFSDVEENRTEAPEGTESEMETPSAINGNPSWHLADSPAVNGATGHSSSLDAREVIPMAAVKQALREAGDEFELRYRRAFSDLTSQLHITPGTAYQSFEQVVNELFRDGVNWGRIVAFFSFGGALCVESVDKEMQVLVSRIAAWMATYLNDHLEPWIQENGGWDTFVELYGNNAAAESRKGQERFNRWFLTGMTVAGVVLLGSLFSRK
GLD-1 RNA inh = GLD-1-TGE RNA interaction inhibition (C. elegans); Q17339; purified GLD-1 + fluorescein TGE RNA, fluorescence polarization; inhibition, % at 5.96 µM; 320,000 compounds, 0.44% hits;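 active means percent inhibition above a per-plate cutoff, the plate mean of test compounds plus 3 SD, cut at about 30% in these data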;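 further: 0% = DMSO wells with GLD-1 and probe and 100% = wells lacking GLD-1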
Fam108B counter = blocks mouse Fam108B hydrolase in RBBP9 counter-screen; recombinant Fam108B, FP-Rh probe fluorescence polarization; inhibition, % at 9.51 µM; 300,000 compounds, 0.33% hits;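 active means inhibition above the screen mean inhibition plus 3 SD, computed separately per campaign, cut at about 18% in these data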;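 further: inhibitors lower polarization as less probe binds the enzyme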
GRK2 inh = human GRK2 inhibition via aptamer displacement | P25098 | 330,000 compounds, 0.59% hits | inhibition of aptamer binding, % at 10 µM | bead flow cytometry, FAM-aptamer displacement from GRK2;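 active means inhibition of aptamer binding above 40%, roughly 3 SD of noise, on plates passing a quality check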;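 further: median bead fluorescence of bound FAM aptamer so fluorescent compounds give negative values; no value below 0 was filed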
AGP1-GFP MLPCN = alters AGP1-GFP fluorescence in TOR pathway yeast screen; S. cerevisiae AGP1-GFP multiplex flow cytometry, 3 h; GFP as percent of DMSO wells; GFP response vs DMSO, % at 10 µM; 320,000 compounds, 0.02% hits; AID 2066;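 active means GFP response relative to DMSO above a set limit, near screen average plus 3 SD, cut at about 150% in these data; inconclusive means fewer than 70 cells counted for the yeast strain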;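 further: median GFP channel fluorescence of the gated AGP1 strain per well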
MCL1-BIM inh = disrupts human MCL1 binding to BIM-BH3 peptide. Q07820. GST-MCL1 / FITC-Bim-BH3 fluorescence polarization. inhibition, % at 10.9 µM. 320,000 compounds, 0.68% hits. AID 2057;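 active means inhibition above the mean inhibition of all tested compounds plus 3 SD, set per campaign, cut at about 40% in these data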;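 further: 0% = DMSO wells and 100% = unlabeled Bim-BH3 peptide control; higher means more loss of mP so more displacement of Bim peptide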
Target sequence (Q07820 whole entry, looked up): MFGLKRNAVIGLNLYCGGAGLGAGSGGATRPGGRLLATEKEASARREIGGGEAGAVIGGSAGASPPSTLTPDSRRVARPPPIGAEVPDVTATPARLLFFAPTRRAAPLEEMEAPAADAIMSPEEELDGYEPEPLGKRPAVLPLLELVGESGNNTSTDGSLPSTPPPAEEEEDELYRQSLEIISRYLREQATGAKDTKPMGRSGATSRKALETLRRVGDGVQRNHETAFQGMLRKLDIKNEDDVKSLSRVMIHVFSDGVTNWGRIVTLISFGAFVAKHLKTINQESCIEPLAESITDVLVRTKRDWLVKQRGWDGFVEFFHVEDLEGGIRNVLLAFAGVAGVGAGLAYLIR
MEX-5 binding = C. elegans MEX-5 TCR-2 RNA binding activity | 300,000 compounds, 0.38% hits | MEX-5/FITC-TCR2 RNA binding, fluorescence polarization; stronger effect = lower value | activity score (negative = inhibition of binding), % at 10 µM;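 active means inhibition past about -25% in most replicates, and total fluorescence under double the plate's negative control median, limit read from the data; inconclusive means replicates evenly split on the limit, or fluorescence at least double controls; inactive means too little inhibition in most replicates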;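 further: 0% = DMSO and -100% = 5 µM competing unlabeled TCR2 RNA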
Target sequence (Q9XUB2 whole entry, looked up): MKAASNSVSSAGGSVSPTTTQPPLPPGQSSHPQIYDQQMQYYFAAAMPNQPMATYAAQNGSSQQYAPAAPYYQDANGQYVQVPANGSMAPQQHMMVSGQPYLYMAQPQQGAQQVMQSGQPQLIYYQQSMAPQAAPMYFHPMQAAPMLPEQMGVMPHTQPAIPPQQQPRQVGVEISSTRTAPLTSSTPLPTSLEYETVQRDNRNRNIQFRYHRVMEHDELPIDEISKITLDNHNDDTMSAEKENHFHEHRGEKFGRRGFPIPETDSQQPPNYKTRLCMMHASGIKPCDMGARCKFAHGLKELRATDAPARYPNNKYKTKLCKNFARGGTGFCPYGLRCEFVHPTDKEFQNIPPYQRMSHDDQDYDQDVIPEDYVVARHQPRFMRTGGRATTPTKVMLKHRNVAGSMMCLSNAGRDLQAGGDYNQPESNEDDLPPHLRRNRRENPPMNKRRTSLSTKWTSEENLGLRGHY
* marks the source's active call; other numbers are inactive results; ? = inconclusive; . = not tested or not shown.

The opening 4 records (preview)
SMILES	CIT2-GFP yeast	VLA-4 inh	Bcl-xL primary	GLD-1 RNA inh	Fam108B counter	GRK2 inh	AGP1-GFP MLPCN	MCL1-BIM inh	MEX-5 binding
Cc1ccccc1N=Nc1c(C)[nH]n(C(N)=S)c1=O	103.3	0.5	6.3	2.2	4.1	2.0	94.1	6.6	-0.4
CCC(=O)Nc1nc(-c2ccccc2)ns1	69.7	1.3	4.0	-3.7	0.0	0.0	87.4	2.2	0.2
CC1(C)S[C@@H]2[C@H](NC(=O)[C@H](N)c3ccc(O)cc3)C(=O)N2[C@H]1C(=O)O	85.7	14.0	-2.0	8.9	-4.0	3.0	87.8	0.7	-2.6
CCOC(=O)c1c(O)cc(C)[nH]c1=O	82.2	0.3	-0.7	6.4	-5.5	2.0	105.0	-6.0	-2.4

Main list, repeating the preview:
SMILES	CIT2-GFP yeast	VLA-4 inh	Bcl-xL primary	GLD-1 RNA inh	Fam108B counter	GRK2 inh	AGP1-GFP MLPCN	MCL1-BIM inh	MEX-5 binding
Cc1ccccc1N=Nc1c(C)[nH]n(C(N)=S)c1=O	103.3	0.5	6.3	2.2	4.1	2.0	94.1	6.6	-0.4
CCC(=O)Nc1nc(-c2ccccc2)ns1	69.7	1.3	4.0	-3.7	0.0	0.0	87.4	2.2	0.2
CC1(C)S[C@@H]2[C@H](NC(=O)[C@H](N)c3ccc(O)cc3)C(=O)N2[C@H]1C(=O)O	85.7	14.0	-2.0	8.9	-4.0	3.0	87.8	0.7	-2.6
CCOC(=O)c1c(O)cc(C)[nH]c1=O	82.2	0.3	-0.7	6.4	-5.5	2.0	105.0	-6.0	-2.4
NC(=O)C1(N2CCCCC2)CCN(C2CC(=O)NC2=O)CC1 (centres undefined)	99.3	-4.6	-0.1	2.4	-1.4	0.0	90.7	-4.1	-1.4
COc1ccc(C2=NOC(C)(c3nnc(-c4ccc(F)cc4)o3)C2)cc1 (centres undefined)	84.9	-6.5	0.7	1.6	1.4	3.0	81.7	9.7	-0.9
COC(=O)Nc1ccc(S(=O)(=O)N2CCN(CCN3C(=O)C4C5C=CC(C5)C4C3=O)CC2)cc1 (centres undefined)	95.4	16.0	2.8	2.7	-2.6	1.0	93.2	6.3	-2.4
Cc1ccc(Cl)cc1NC(=O)Nc1cccs1	104.6	2.4	1.9	1.0	3.0	1.0	100.2	3.0	1.5
CN(CC(=O)Nc1ccccc1Br)C(=O)CNC(=O)Cc1cccc2ccccc12	91.1	4.0	0.3	-1.9	-6.1	1.0	91.3	4.6	-1.9
CCc1ccc(NC(=O)c2ccnc(C(C)(C)C)c2)cc1	98.8	3.5	-0.9	5.2	-0.4	0.0	98.9	7.4	-0.2
CCOC(=O)C1=C(C)OC(N)=C(C#N)C1c1cc(OC)c2c(c1)OCO2 (centres undefined)	102.3	23.3	-0.7	4.0	1.6	2.0	99.7	2.4	-1.7
Cc1ccc(C)c(NC(=O)c2ccc3c(c2)N(Cc2ccc(F)cc2)C(=O)CS3=O)c1 (centres undefined)	108.7	24.0	4.9	-7.1	2.8	0.0	103.4	3.5	-0.1
Cc1cccc(-c2ncc(CN3CCN(C4CCCC4)C(CCO)C3)cn2)c1 (centres undefined)	103.6	-7.6	6.0	15.0	3.8	0.0	117.9	2.4	1.9
CC(C)c1ccc(Nc2nnc(SCC(=O)Nc3ncc(S(=O)(=O)c4ccc([N+](=O)[O-])cc4)s3)s2)cc1	102.8	5.2	-8.5	2.5	-0.8	1.0	105.8	-2.5	2.6
COCCn1c(CCC(=O)O)ccc1-c1cccs1	100.4	8.5	5.1	-8.9	8.0	0.0	97.8	-9.5	1.1
COc1ccc(/C=C(/NC(=O)c2ccc(OC)c(OC)c2)C(=O)NCCCn2ccnc2)cc1	102.7	6.6	2.4	3.0	3.5	0.0	100.1	-1.6	1.1
CCC(C(=O)O)n1c(C(F)(F)F)nc2ccccc21 (centres undefined)	112.4	-3.6	3.5	17.0	-3.6	0.0	114.3	1.6	0.3
Cc1c(Cl)cccc1NC(=S)N(C)CCC#N	97.1	3.5	6.4	3.7	-1.3	2.0	96.5	6.1	-1.1
CC(=O)Nc1ccc2nc(NC(=O)COc3ccccc3C)sc2c1	101.3	14.0	3.9	-7.6	0.5	2.0	101.3	0.9	-1.8
Cc1ccc(C(=O)NC2CCN(Cc3ccccc3)CC2)cc1S(=O)(=O)N1CCOCC1	101.6	9.1	2.2	5.9	2.5	0.0	110.2	-0.9	-0.2
COc1ccc([N+](=O)[O-])cc1NS(=O)(=O)c1cc(C(=O)NCc2cccnc2)ccc1Cl	110.7	-4.1	6.7	1.1	.	2.0	98.3	4.7	.
COCCSc1nnc(NC(=O)Cc2cccs2)s1	106.1	5.5	3.0	0.0	-5.2	0.0	101.7	0.6	-1.7
Cc1cccc(-n2c(O)c(C=NCc3ccccn3)c3ccccc3c2=O)c1	102.8	16.6	-1.0	2.6	0.0	0.0	100.4	4.9	-0.2
CCCC(=O)N1CCc2cc(-c3nc(N)sc3C)ccc21	93.1	-7.3	2.6	-6.7	3.7	0.0	93.6	-2.7	-1.3
CCOc1ccc(S(=O)(=O)N2CCC(C(=O)NCc3ccccn3)CC2)cc1	102.1	13.9	4.2	-2.5	-2.6	1.0	104.4	-2.2	0.1
CCOC(=O)CN1NC2(CCC(C)CC2)NC1=S (centres undefined)	97.2	-3.3	5.4	6.4	-2.7	2.0	94.2	-4.5	0.5
COc1ccc(C(=O)N2CCC(N3CCN(c4ccccc4)CC3)CC2)cc1OC	.	2.7	2.6	-5.0	3.9	5.0	114.6	1.1	-1.6
COc1ccc(-n2c(=O)c3ccccc3n(CC(=O)Nc3cc(C)on3)c2=O)cc1OC	104.0	9.1	1.6	-0.1	5.4	0.0	.	6.7	0.2
Nc1cc(=O)[nH]c(=S)n1-c1ccccc1	90.7	-2.7	7.6	2.3	-5.4	0.0	102.8	6.2	2.6
Cn1c(=O)c2c(SCC(N)=O)nc(CC(C)(C)C)nc2n(C)c1=O	107.2	3.4	-1.0	-0.6	-0.8	0.0	104.6	-8.7	3.2
Cc1cnc(C(=O)OCC(=O)N2CCc3ccccc3C2)cn1	101.9	12.2	3.7	8.4	-4.7	10.0	102.8	-0.3	1.3
Cc1ccccc1OCc1nnc(SCC(=O)O)n1Cc1ccccc1	111.0	-11.9	-7.7	8.1	-3.6	3.0	106.0	-7.6	-0.5
CC(=O)c1cccc(NC(=S)NCc2ccccc2)c1	107.0	5.8	2.5	1.6	-3.1	0.0	106.1	3.4	0.9
OC(COCC1CC=CCC1)Cn1cnc2ccccc21 (centres undefined)	92.2	19.9	2.8	2.8	0.7	0.0	104.3	2.9	4.0
Cc1ccc(-n2nc3c(Cl)nnc(C)c3c2C)cc1	100.9	-9.7	2.4	0.1	6.3	6.0	99.7	0.1	-0.2
COc1cccc(Cn2nnc(C(=O)NCc3ccccc3Cl)c2N)c1	103.4	-19.8	-0.5	-6.8	-2.8	0.0	107.4	-2.0	0.1
O=C(CSc1ncccn1)Nc1ccccc1	98.9	2.0	2.6	5.1	1.4	0.0	.	5.0	0.2
CC(C)(C)Nc1nc2ccc([N+](=O)[O-])cc2o1	115.1	-1.0	0.9	3.7	2.9	1.0	122.1	4.8	-1.0
CC1CN(C/C(=N\O)C23CC4CC(CC(C4)C2)C3)CC(C)O1 (centres undefined)	92.8	5.3	.	.	.	0.0	97.2	.	-1.5
CC#CCN1c2ccccc2[C@]23C[C@@H](C(=O)OC)N(C(=O)OCC)C2=NC(C(=O)OC)=C(C(=O)OC)[C@H]13	66.6	-8.0	2.4	1.6	-0.1	0.0	76.4	5.3	0.6
CCS(=O)(=O)NCc1csc(-c2ccccc2)n1	89.7	-15.4	9.5	3.3	-2.9	5.0	101.4	6.2	1.8
CCn1cc(C(=O)N2CCCC2)c(=O)c2cc(S(=O)(=O)N3CC(C)CC(C)C3)ccc21 (centres undefined)	96.2	-11.8	3.9	5.2	3.0	35.0	97.4	-4.8	1.3
Cc1onc(-c2ccccc2)c1C(=O)Nc1nnc(C(C)C)s1	89.7	20.1	0.5	2.5	-0.4	1.0	82.9	-2.2	-0.8
C=CCN1C(=O)C(=O)N(Cc2nc3ccccc3s2)C1=O	101.5	-10.9	1.0	0.2	0.7	1.0	71.7	-0.9	0.8
CC(C)CC(=O)Nc1nnc(S(=O)(=O)N(C)Cc2ccco2)s1	106.5	17.8	6.1	6.3	1.9	1.0	102.9	6.3	-2.2
CC(=O)c1c(Nc2ccccc2)sc(C(=O)c2ccccc2)c1C	108.4	11.9	1.9	-1.4	2.6	5.0	95.5	3.7	-0.5
CCN(CC)S(=O)(=O)c1cccc(C(=O)N/N=C/c2ccccc2OCC(=O)O)c1	96.8	0.1	3.3	0.3	1.4	1.0	101.6	3.5	-2.1
O=C(Cc1cccs1)N1CCN(C(=O)C2CCCO2)CC1 (centres undefined)	101.0	5.2	2.3	-0.6	-1.0	0.0	98.2	2.0	0.2
S=c1[nH]nc(CCc2ccccc2)n1-c1ccc(Cl)cc1	93.4	9.3	-2.5	-2.4	-0.5	0.0	95.6	-10.5	-1.3
CC1(C(=O)Nc2cccc(S(=O)(=O)N3CCOCC3)c2)Cc2ccccc2C(=O)O1 (centres undefined)	97.9	-5.6	0.9	5.2	0.9	0.0	96.7	9.6	1.6

Other entries follow.
SMILES	CIT2-GFP yeast	VLA-4 inh	Bcl-xL primary	GLD-1 RNA inh	Fam108B counter	GRK2 inh	AGP1-GFP MLPCN	MCL1-BIM inh	MEX-5 binding
CC(=O)N1CSCC1C(=O)O (centres undefined)	96.2	3.8	9.1	3.1	4.8	2.0	?	9.9	-0.8
COc1ccc(CCNC(=O)c2cc([N+](=O)[O-])cc([N+](=O)[O-])c2)cc1OC	93.5	6.8	.	.	.	0.0	95.5	.	0.5
O=C(CNS(=O)(=O)c1ccc(F)c(Cl)c1)NCCc1ccccc1	101.0	1.7	-0.7	-2.4	1.7	.	95.7	-0.8	-0.6
Cc1ccc2c(c1)NCC(C(=O)NC1CCCCC1)O2 (centres undefined)	102.7	-2.0	2.3	0.5	7.3	0.0	103.4	1.5	2.0
CCCCCCCN=CC1=C(O)CC(c2ccccc2)CC1=O (centres undefined)	108.9	7.0	7.8	1.0	-3.0	5.0	97.5	9.2	-1.2
O=C(CCSc1ccccc1)Nc1ccc(OCc2ccccc2)cc1	96.2	8.2	4.7	2.9	-5.4	3.0	97.1	6.8	-0.4
O=c1cc(CSc2nc(NCc3ccccc3)c3ccccc3n2)nc2ccc(Cl)cn12	101.6	-2.5	7.3	-1.5	-0.1	1.0	95.9	7.0	0.0
Cc1cc(C)n(CC(=O)N/N=C/c2cc(Br)cc([N+](=O)[O-])c2O)n1	99.0	0.0	4.2	-7.8	9.6	0.0	83.2	23.2	-3.5
O=c1c(Cc2ccc(Cl)cc2Cl)c(O)ccn1Cc1ccncc1	105.3	26.0	6.2	2.6	-3.8	0.0	101.2	8.5	-1.1
CCN(CC(=O)NCc1ccc(F)cc1)CC(=O)Nc1ccc(S(=O)(=O)N2CCCC2)cc1	103.5	-3.1	0.5	1.1	-2.8	1.0	101.0	-0.7	2.0
CN(CCO)S(=O)(=O)c1ccc2c(c1)C(=NNC(N)=O)c1cc(S(=O)(=O)N(C)CCO)ccc1-2	95.7	-0.4	4.4	8.1	2.0	1.0	107.4	2.0	1.9
